E-sel inducer: E-selectin induction in HUVECs, primary screen, imaging, HUVEC, immunofluorescence imaging, single point; normalized: neutral wells 0, TNF-alpha wells 100; activation, % at 7.58 µM; 0.37% of 260,000 active; AID 686992, 2013;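 active means mean E-selectin-positive cell signal at least 10% of the positive control, reached in at least 60% of replicates, without over 20% cell loss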;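 further: in these data hits start at about 27%; measured in HUVEC primary endothelial cells; signal is the percent of cells scored E-selectin positive by PE staining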
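material = human umbilical vein endothelial cells (HUVEC), E-selectin induction | quantity = 3,000 cells/well | medium = EGM-2 growth medium on 0.1% gelatin-coated wells | technique = immunofluorescence imaging | read-out basis = % PE-positive cells | control set = TNF-alpha positive control, DMSO neutral control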
PglD DTNB: C. jejuni PglD acetyltransferase inhibitors, primary screen, biochemical, DTNB colorimetric, single point; 0.098% of 360,000 active; purified PglD enzyme, DTNB colorimetric CoA detection; UDP-N-acetylbacillosamine N-acetyltransferase PglD (Campylobacter jejuni); inhibition, % at 12.5 µM; in the data active means inhibition above about 16%, passing the limit was not always enough; further: strong numbers were not always called active
Statin myotox sup: suppressors of statin myotoxicity in C2C12 myotubes, primary screen, cell-based, single point, plate reader | C2C12 myotubes + simvastatin, ATP luminescence, 48 h; scaled: DMSO 0, geranylgeraniol control 100 | rescue of ATP level, % at 7.49 µM | 0.78% of 330,000 active | AID 602340, 2012;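 active means mean ATP rescue above about 67%, or every replicate alone reaching that limit, limit read from the data, passing the limit was not always enough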;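 further: myotubes were challenged with 10 µM simvastatin during compound exposure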
S100A4 MyoIIA: inhibitors of S100A4-myosin IIA peptide binding, primary screen, biochemical, fluorescence polarization, TAMRA-MyoIIA peptide | inhibition, % at 10.7 µM | 0.14% of 360,000 active;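 active means mean inhibition of at least 70% across replicates, with every replicate also reaching that level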
Target sequence (P26447 whole entry, looked up): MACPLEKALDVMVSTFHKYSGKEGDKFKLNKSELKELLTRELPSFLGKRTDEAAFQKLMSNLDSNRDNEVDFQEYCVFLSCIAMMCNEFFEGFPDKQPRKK
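assay system = human S100A4 monomer with TAMRA-labelled myosin IIA peptide | also added = labelled myosin peptide probe, 5 nM | incubation = 5 min between mix addition and reading | control set = DMSO and TFP controls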
Starred values were filed as active, the others as inactive. A portion of the library. The share of hits here may be higher or lower than overall.

CCOP(=S)(OCC)SCOC(=O)NCC(=O)OC was read as PglD DTNB 5.1 and Statin myotox sup 12.8.
`CC1CN=C(Nc2ccccc2)S1` (configuration not stated) gave PglD DTNB 4.2 and Statin myotox sup -10.6.
Screening CCCC[C@@H](C)C[C@@H](C)C(=O)N(C)[C@@H](CC(C)C)C(=O)N[C@H](C(=O)N(C)[C@H](C(=O)N1C[C@@H](O)C[C@H]1C(=O)N1C(=O)C=C[C@@H]1C)C(C)C)C(C)OC(C)=O (some centres not stated) returned PglD DTNB -2.4 and Statin myotox sup -332.7.
O=c1[nH]c(O)c(C=NC2CCN(Cc3ccccc3)CC2)c(=O)[nH]1 was read as PglD DTNB -1.2 and Statin myotox sup -2.8.
Screening O=C(O)c1cc[c]([Hg][Cl])cc1 returned PglD DTNB 2.3 and Statin myotox sup 0.4.
For Cc1ccc2cc3cc(C(=O)N4CCC5(CC4)OCCO5)oc3nc2c1 the results were PglD DTNB -3.9 and Statin myotox sup -9.1.
For COc1ccc(-c2cc(C(F)(F)F)n3nc(C(=O)N4CCC5(CC4)OCCO5)cc3n2)cc1OC the results were PglD DTNB -6.0 and Statin myotox sup 2.3.
Screening CCCCn1c(O)c(C(CC)=NCCCN(C)C)c(=O)[nH]c1=O returned PglD DTNB 6.7 and Statin myotox sup 2.2.
CC(=O)OC1N=C(c2ccccc2)c2ccccc2NC1=O (configuration not stated) was read as PglD DTNB -2.3 and Statin myotox sup 8.0.
For CC(=O)OC(C)(C)/C=C/C(=O)[C@](C)(O)[C@H]1[C@H](O)C[C@@]2(C)[C@@H]3CC=C4[C@H](C[C@H](O)C(=O)C4(C)C)[C@]3(C)C(=O)C[C@]12C the results were PglD DTNB -9.8 and Statin myotox sup -5.2.
`C=CCn1c(O)c(C(CC)=NC(C)c2ccccc2)c(=O)[nH]c1=O` (configuration not stated) gave PglD DTNB 3.4 and Statin myotox sup 31.8.
Screening CCCC12CN3CN(C1)CC(CCC)(C3)C2O (configuration not stated) returned PglD DTNB 0.9 and Statin myotox sup 11.8.

The final 3 entries of the section above come first, to join the parts.
For CC(=O)OC(C)(C)/C=C/C(=O)[C@](C)(O)[C@H]1[C@H](O)C[C@@]2(C)[C@@H]3CC=C4[C@H](C[C@H](O)C(=O)C4(C)C)[C@]3(C)C(=O)C[C@]12C the results were PglD DTNB -9.8 and Statin myotox sup -5.2.
`C=CCn1c(O)c(C(CC)=NC(C)c2ccccc2)c(=O)[nH]c1=O` (configuration not stated) gave PglD DTNB 3.4 and Statin myotox sup 31.8.
Screening CCCC12CN3CN(C1)CC(CCC)(C3)C2O (configuration not stated) returned PglD DTNB 0.9 and Statin myotox sup 11.8.
For Cc1cc(S(=O)(=O)NC(C)C)ccc1OCC(=O)N1CCN(Cc2ccc3c(c2)OCO3)CC1 the results were PglD DTNB -6.1 and Statin myotox sup 0.3.
c1ccc(C2N3CCCN23)cc1 (configuration not stated) was read as PglD DTNB 3.7 and Statin myotox sup -2.3.
For COc1cccc(-n2c(O)c(C=NCc3ccc4c(c3)OCO4)c(=O)[nH]c2=O)c1 the results were PglD DTNB 9.3 and Statin myotox sup 20.5.
For CC(=NCc1cccnc1)c1c(O)n(Cc2ccccc2)c(=O)[nH]c1=O the results were PglD DTNB 4.3 and Statin myotox sup -24.7.
`O=C1CSC2N1CCNC21CCCCC1` (configuration not stated) gave PglD DTNB 5.9 and S100A4 MyoIIA 5.1.
For CN1C2CCC1CC(OC(=O)CCN1CCCC1)C2 (configuration not stated) the results were PglD DTNB 2.6 and S100A4 MyoIIA 9.6.
For CC12CN3CC(C)(CN(C1)C31CCOCC1)C2=O the results were PglD DTNB -0.8 and S100A4 MyoIIA 2.6.
CC12CCC3C(CC=C4CC(O)CCC43C)C1C/C(=C\c1cccc(F)c1)C2=O (configuration not stated) was read as PglD DTNB 12.3 and S100A4 MyoIIA -13.3.
Cc1cccc(S(=O)(=O)N2[C@@H]3Cn4c(ccc(-c5cccc(F)c5)c4=O)[C@H]2[C@@H](C(=O)O)[C@@H]3CO)c1 was read as E-sel inducer 0.3 and Statin myotox sup -16.9.
Screening COC(=O)[C@H]1[C@H](CO)[C@H]2Cn3c(ccc(-c4cccnc4)c3=O)[C@@H]1N2S(=O)(=O)c1ccccc1C returned E-sel inducer -0.1 and Statin myotox sup 7.7.
For CC1C(c2cccs2)=[N+]([O-])C(C)(C(=O)c2cccs2)N1O (configuration not stated) the results were E-sel inducer 1.5 and PglD DTNB 1.0.
`CCOc1cc(CNC(C)C(O)c2ccccc2)cc(Cl)c1OCC` (configuration not stated) gave E-sel inducer -0.2 and PglD DTNB -0.4.
For CN(C)C(=O)Oc1cc(=O)n2c3c(cccc13)CCC2 the results were E-sel inducer 0.2 and PglD DTNB 2.1.
`CCC(=O)N1CC(=O)Nc2ccc(Cl)cc2C1c1ccc(F)cc1` (configuration not stated) gave E-sel inducer -1.6 and PglD DTNB -1.0.
Screening Cc1ccc(N2C(=O)NC(=O)C(CCc3ccncc3)(Cc3cccc(Cl)c3Cl)C2=O)cc1 (configuration not stated) returned E-sel inducer 0.4 and PglD DTNB -1.7.
Screening CCCCn1c(O)c(/C=C/C=Nc2ccccc2)c(=O)[nH]c1=O returned E-sel inducer 2.5 and PglD DTNB 1.5.
O=C(Cc1ccccc1)N1CCCCN2[C@H](CO)[C@@H](c3ccc(-c4ccccc4)cc3)[C@H]2C1 was read as E-sel inducer 0.3 and PglD DTNB 2.7.
`Cc1c(N=Nc2c(O)[nH]c(=S)[nH]c2=O)c(=O)n(-c2ccccc2)n1C` gave E-sel inducer -1.7 and PglD DTNB -0.6.

Filtered by structure: the entries above with fluorine
For COc1ccc(-c2cc(C(F)(F)F)n3nc(C(=O)N4CCC5(CC4)OCCO5)cc3n2)cc1OC the results were PglD DTNB -6.0 and Statin myotox sup 2.3.
CC12CCC3C(CC=C4CC(O)CCC43C)C1C/C(=C\c1cccc(F)c1)C2=O (configuration not stated) was read as PglD DTNB 12.3 and S100A4 MyoIIA -13.3.
Cc1cccc(S(=O)(=O)N2[C@@H]3Cn4c(ccc(-c5cccc(F)c5)c4=O)[C@H]2[C@@H](C(=O)O)[C@@H]3CO)c1 was read as E-sel inducer 0.3 and Statin myotox sup -16.9.
`CCC(=O)N1CC(=O)Nc2ccc(Cl)cc2C1c1ccc(F)cc1` (configuration not stated) gave E-sel inducer -1.6 and PglD DTNB -1.0.
